Screening results (PubChem)
Rab9 prom act = Rab9 promoter activation | actives 2.8% (n = 320,000) | Potency, µM (doses to about 9.22 µM), for inactives: at the top dose activation, negative = inhibition, usual class: activators | Huh7 Rab9 promoter-luciferase reporter, luminescence, 24 h; note: potency is the fitted concentration of half-maximal effect; % of control where 0% means no effect; nearly all actives have a fitted effect of over 60% in size
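Rab9 promoter-driven luciferase in stably transfected Huh7 cells; 1500 cells/well rested 2 h, exposed to compound in DMSO for 24 h at 37 °C, 5% CO2. Luminescence read 10 min after adding luciferase reagent at ambient temperature.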
Giardia kill = Giardia lamblia killing | Giardia lamblia trophozoite viability | actives 0.15% (n = 340,000) | activity change, % at 7.66 µM, hits read low; in the data active = activity change below about -80%; inconclusive = between about -30% and that limit;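 note: parasites exposed to compound for two days anaerobically before the ATP read; % is set by controls: 0 for no effect and ±100 for the full control effect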
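Media and compound were dispensed first, then trophozoites at 100 cells/well; plates sat 48 hrs at 37 deg C without oxygen before ATP luminescence reagent was added and read after 15-30 min at room temperature.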
RORg inh = blocks mouse ROR gamma transcriptional activity; Drosophila S2 Gal4-RORgamma UAS-luciferase reporter, 20 h; Potency, µM (highest dose often 53.6 µM), for the others: at the top dose activity change, negative = inhibition, most hits filed as inhibitors; actives 5.4% (n = 310,000); note: potency is the fitted concentration of half-maximal effect; % is set by controls: 0 for no effect and ±100 for the full control effect; nearly all actives have a fitted effect of over 60% in size
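Drosophila Schneider cells stably carrying a metallothionein-driven Gal4 DBD–ROR gamma fusion and a UAS-Photinus luciferase reporter were exposed to compound for 1 hr, then induced with copper sulfate (700 uM final) for 20 hr at ambient temperature before luminescence reading.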
p53 reactivation = re-activators of mutant p53; H1299 p53-A138V BP100-luciferase reporter, luminescence, 24 h; Potency, µM (top dose mostly 92.2 µM), without a hit: top-dose activity change, positive = activation, actives largely listed as activators; actives 0.063% (n = 320,000); AID 504706; note: potency is the fitted concentration of half-maximal effect; % of control where 0% means no effect; nearly all actives have a fitted effect of over 45% in size
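H1299 (p53-null), stable ts p53-A138V + BP100-Luc; 1000 cells/well, Opti-MEM/10% FBS; cpd 4 pt, 1:5; 24 h, 37 deg C, 5% CO2; detection reagent 10 min RT; luminescence.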
NPC1 prom act = activates the NPC1 promoter; Huh7 NPC1 promoter luciferase reporter, 24 h; Potency, µM (highest dose often 9.22 µM), inactives show at the top dose activation, hits mostly activators; actives 2.4% (n = 320,000); AID 485313;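 note: potency is the fitted concentration of half-maximal effect; % of control where 0% means no effect; nearly all actives have a fitted effect of over 60% in size; reporter is driven by a mutant NPC1 promoter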
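Luminescence from an NPC1 promoter-driven luciferase reporter in stably transfected Huh7 cells was measured after 24 h compound treatment at 37 °C, followed by 10 min ambient incubation with luciferase detection reagent.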
BRCA1 expr up = activators of BRCA1 expression; MCF7-BRCA1-FFLuc reporter, luminescence, 48 h; response scale: scaled: vehicle 0%, 10 µM genistein 100%; Potency, µM (series often up to 46.1 µM), for the others: at the highest dose activation, usual class: activators; actives 1.1% (n = 380,000); AID 624202; note: potency is the fitted concentration of half-maximal effect; nearly all actives have a fitted effect of over 80% in size; some results filed as inactive show a strong effect at the top dose
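Luminescence from a BRCA1-driven firefly luciferase in MCF7 cells was read after 48 h compound exposure at 37 C. Data normalized against DMSO and a 10microM genistein activation control, then curve-fitted across the titration.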
Menin MLL FP TR = menin-MLL binding inhibition, Texas Red mutant peptide; O00255; Menin + Texas Red MLL mutant peptide, fluorescence polarization; Potency, µM (top dose mostly 61.6 µM), inactives show top-dose FP activity change, negative = inhibition, most hits filed as inhibitors; actives 0.23% (n = 270,000); AID 1768; active = well fitted inhibition curve with a large enough effect in the polarisation, with a control signal flat, not every such curve was filed as active; inconclusive = small, poorly fitted or top-dose-only effect, or effect the other way, or a change in a side signal; inactive = no such curve, though single readings can be large or run the other way; the % refers to the polarisation; note: potency is the fitted concentration of half-maximal effect; % of control where 0% means no effect; many of its hits are not listed in these tables
Gal4-VP16 FLuc = Gal4-VP16 reporter inhibition counter-screen. Drosophila S2 Gal4-VP16 UAS-luciferase, luminescence, 20 h. Potency, µM (titrated, usually from 53.6 µM), for inactives: top-dose activity, negative = inhibition, actives largely listed as inhibitors. actives 3.5% (n = 310,000). AID 2546;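 note: Gal4-VP16 expression switched on by copper sulfate through the metallothionein promoter; potency is the fitted concentration of half-maximal effect; % is set by controls: 0 for no effect and ±100 for the full control effect; nearly all actives have a fitted effect of over 50% in size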
FLuc counter = counter-screen for miR-21 project: firefly luciferase inhibitors or activators. P08659. purified FLuc, Km substrates, luminescence inhibition. Potency, µM (doses to about 57.5 µM), for the others: top-dose activity change, negative = inhibition, usual class: inhibitors. actives 6.9% (n = 360,000). AID 588342;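 note: potency is the fitted concentration of half-maximal effect; plate controls were vehicle for no effect and reference inhibitor for full effect; nearly all actives have a fitted effect of over 55% in size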
Target sequence (P08659 whole entry, looked up): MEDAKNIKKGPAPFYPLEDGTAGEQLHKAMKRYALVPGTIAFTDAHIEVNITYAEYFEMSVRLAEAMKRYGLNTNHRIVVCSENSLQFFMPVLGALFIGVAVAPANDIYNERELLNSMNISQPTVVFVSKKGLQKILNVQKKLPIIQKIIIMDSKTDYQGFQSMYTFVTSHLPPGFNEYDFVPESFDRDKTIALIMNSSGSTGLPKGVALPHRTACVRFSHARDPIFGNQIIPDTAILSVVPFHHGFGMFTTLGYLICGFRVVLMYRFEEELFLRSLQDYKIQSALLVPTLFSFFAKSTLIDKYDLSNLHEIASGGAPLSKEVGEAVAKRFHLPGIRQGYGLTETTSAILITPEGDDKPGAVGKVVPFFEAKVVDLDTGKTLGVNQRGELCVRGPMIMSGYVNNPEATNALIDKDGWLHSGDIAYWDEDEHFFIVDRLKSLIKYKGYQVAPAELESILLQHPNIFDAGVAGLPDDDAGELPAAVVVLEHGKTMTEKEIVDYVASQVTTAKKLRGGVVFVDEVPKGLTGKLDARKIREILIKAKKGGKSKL
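Purified P. pyralis luciferase (10nM final) with 10uM D-luciferin and 10uM ATP (Km levels) in 50mM Tris acetate pH 7.5, 10mM Mg acetate, 0.01% Tween-20, 0.05% BSA; qHTS 6-point titration, ~60 µM downward; luminescence read.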
PKM2 act = increases activity of human pyruvate kinase M2 | AID 1631 | actives 0.34% (n = 260,000) | Potency, µM (doses to about 57.5 µM), for inactives: top-dose activation, hits mostly activators | P14618 | purified PKM2, Kinase-Glo ATP luminescence, activation; response scale: 0% is enzyme alone, no compound; note: potency is the fitted concentration of half-maximal effect; % is set by controls: 0 for no effect and ±100 for the full control effect; nearly all actives have a fitted effect of over 55% in size
Target sequence (P14618 whole entry, looked up): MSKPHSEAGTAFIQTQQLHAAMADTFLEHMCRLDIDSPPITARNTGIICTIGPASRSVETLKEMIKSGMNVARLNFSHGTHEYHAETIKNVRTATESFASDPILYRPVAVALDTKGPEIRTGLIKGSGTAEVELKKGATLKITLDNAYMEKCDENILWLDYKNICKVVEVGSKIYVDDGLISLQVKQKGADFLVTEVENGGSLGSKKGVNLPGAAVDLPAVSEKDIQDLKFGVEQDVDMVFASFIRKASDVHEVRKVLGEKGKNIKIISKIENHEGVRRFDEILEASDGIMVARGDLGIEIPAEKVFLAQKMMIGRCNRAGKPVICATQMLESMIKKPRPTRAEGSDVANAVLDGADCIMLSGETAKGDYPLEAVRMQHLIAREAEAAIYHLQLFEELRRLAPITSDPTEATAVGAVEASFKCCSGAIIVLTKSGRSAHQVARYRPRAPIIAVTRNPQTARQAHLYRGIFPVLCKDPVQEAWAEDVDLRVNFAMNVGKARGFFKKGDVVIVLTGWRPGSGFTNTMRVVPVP
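Kinase-Glo luminescence reports ATP generated from ADP (0.1 mM) and PEP (0.5 mM) by purified hPK-M2 after 1 h at room temperature, pH 7.2 imidazole buffer; intermediate enzyme activity allows detecting inhibitors and activators.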
ELG1 genotox = genotoxicity induction in ELG1-luciferase HEK293T cells; HEK293T ELG1-luciferase reporter, luminescence, 16 h; actives 1.3% (n = 330,000); Potency, µM (titrated, usually from 46 µM), without a hit: at the top dose activity change, positive = activation, hits mostly activators; note: potency is the fitted concentration of half-maximal effect; % of control where 0% means no effect; nearly all actives have a fitted effect of over 60% in size
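Screening used a luciferase reporter fused to human ELG1 in HEK293T cells. Luminescence was read on a CCD plate imager after 16 hr exposure and 30 min ONE-Glo incubation.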
An asterisk follows results filed as active; ? = inconclusive; · = no result given; [ ] = remark or other dose. Unless noted, calls come from the whole dose curve; as a rule, active = well fitted curve in the direction sought with a large enough effect; inconclusive = small, poorly fitted or top-dose-only effect, or another doubt; inactive = no such curve, though single readings can be large; an effect the other way counts as inactive or inconclusive.

SMILES | Rab9 prom act | Giardia kill | RORg inh | p53 reactivation | NPC1 prom act | BRCA1 expr up | Menin MLL FP TR | Gal4-VP16 FLuc | FLuc counter | PKM2 act | ELG1 genotox
COc1ccc(NC(=O)CN2CC(c3ccccc3)CC2=O)cc1OC (centres undefined) | -4% | -14 | -37% | -1% | -2% | 8% | 1% | -8% | -16% | 7% | -2%
COc1ccc(C2C(C(C)=O)=C(O)C(=O)N2c2ccc(C)cc2)cc1 (centres undefined) | -2% | -13 | 23% | -2% | -4% | 0% | -12% | -9% | -2% | · | 1%
COc1ccccc1N1CCN(CCCNc2c(C)c(=O)n(C)c(=O)n2C)CC1 | 2%[46.1 µM] | -1 | · | · | 4%[46.1 µM] | 11% | 0% | · | · | · | ·
Cn1c(NC(=O)c2ccccc2)c(-c2ccccn2)c(=O)c2ccccc21 | 0% | -4 | 1% | -3% | 1% | -12% | -4% | 1% | -2% | 2% | -3%
C=CCn1c(Sc2nncn2C)nc2c1c(=O)[nH]c(=O)n2C | 1% | 2 | 33% | 13% | 0% | -39% | 16% | 0% | -2% | 22% | 0%
O=C(CN1CSCC1=O)N1CCN(S(=O)(=O)c2cc(C(F)(F)F)ccc2Cl)CC1 | -1% | 4 | · | · | -1% | -3% | · | · | 2% | · | ·
CS(=O)(=O)c1ccc2sc(NC(=O)c3cc4ccccc4o3)nc2c1 | ? | ? | -44% | 8% | ? | 84% | · | -9% | 2.7µM* | -4% | 2%
Cc1ccccc1C1CC(c2ccccc2)Nc2ncnn21 (centres undefined) | -1% | 7 | ? | -1% | 0% | 8% | -20% | -10% | -4% | -8% | -6%
COc1ccc(NC(=S)NNC(=O)C2CC2c2ccc(C)cc2)cc1 (centres undefined) | -5% | 1 | -21% | -7% | -6% | 0% | 12% | -17% | 5% | 2% | 2%
Fc1cccc(-c2n[nH]c(=S)n2-c2ccccc2)c1 | 5% | 0 | 8.9µM* | · | -5% | -5% | 1% | 7.9µM* | 5% | 0% | 1%
Cc1ccc(S(=O)(=O)N2CCCCC2)cc1NC(=O)COC(=O)Cc1cccc(C(F)(F)F)c1 | 1% | 11 | ? | -13% | -1% | 0% | 11% | ? | 1% | -7% | 2%
C=CCNC(=O)/C=C/c1ccc(C(C)C)cc1 | ? | 9 | -1% | ? | ? | ? | -19% | ? | 19µM* | 2% | ?
COc1ccc(NC(=O)CSc2c(C)nn(-c3nnc(C)c(=O)[nH]3)c2C)cc1 | -6% | -10 | -24% | -13% | 0% | -1% | -15% | 3% | -1% | 0% | 0%
CC(=O)NCCC(=O)Nc1ncc(S(=O)(=O)c2ccc([N+](=O)[O-])cc2)s1 | 13% | 15 | · | 5% | 16% | -1% | · | · | 4% | · | -15%
CCOC(=O)CC1C(=O)NCCN1C(=O)c1cc2c(=O)n3cccc(C)c3nc2s1 (centres undefined) | -6% | 18 | -9% | -7% | 0% | -41% | -9% | 1% | 6% | 7% | 1%
CC1(C)CC(=O)/C(=C(\O)c2ccccc2)C(=NCCc2ccccc2)C1 | -3% | 0 | 40% | -18% | 0% | -2% | -9% | 4% | 0% | -7% | 1%
O=C(CS(=O)(=O)c1ccccc1)Nc1nnc(C(F)(F)F)s1 | 5% | 11 | -37% | 9% | -1% | -21% | 0% | 12% | 4% | 1% | 0%
Cc1nn(Cc2ccc(Cl)cc2Cl)c(Cl)c1/C=N/NC(=O)CNc1cccc(C(F)(F)F)c1 | -8% | · | -60% | 1% | -2% | · | -8% | ? | -1% | 16% | 1%
Cc1cc(C(C)(C)C)ccc1OCCOCCN1CCCC1 | 1% | 0 | 7% | -9% | 0% | -48% | -6% | 7% | -1% | 1% | -4%
Nc1nnc(CCOc2ccccc2Cl)s1 | 4% | 0 | -8% | 1% | -3% | 2% | 2% | 17% | 3% | 2% | 2%
NC(=O)c1c(NC(=O)C(=O)N2CCOCC2)sc2c1CCCC2 | -6% | -7 | 19% | -6% | -1% | -6% | -2% | 4% | -16% | · | 0%[9.26 µM]
COc1ccc(NC(=O)/C=C/c2ccccc2[N+](=O)[O-])c(OC)c1 | 16% | -18 | 40% | -17% | -3% | 0% | ? | -13% | -17% | 0% | 1%
COc1cc(C)nc(N2CCCC(C(=O)Nc3cc(Cl)ccc3OC)C2)n1 (centres undefined) | -3% | -5 | 3% | -5% | -2% | -38% | 7% | -4% | 0% | -4% | -8%
COc1ccc(Cl)cc1NC(=O)CN1CCC(n2nnc3ccccc32)CC1 | -4% | 6 | ? | -9% | -3% | -3% | -2% | 2% | 1% | 0% | 1%
O=C(c1cc(-c2cccs2)nc2ccccc12)N1CCN(c2ccccc2O)CC1 | 18% | -6 | ? | -1% | 5% | 0% | -2% | -14% | 21µM* | 1% | -10%
COc1cccc(N2CCN(C(c3ccccn3)c3nnnn3C(C)(C)C)CC2)c1 (centres undefined) | 1% | 1 | -2% | -7% | -1% | -24% | 16% | 0% | 2% | 1% | 0%
CCc1nc(SCc2ccccn2)[nH]c(=O)c1C | 0% | -18 | -18% | -2% | -1% | -6% | 12% | 0% | -13% | -3% | 5%
COc1cnn(-c2ccccc2)c(=O)c1SCc1ccc(Cl)cc1Cl | -3% | -2 | ? | 2% | 0% | -34% | -9% | -23% | -8% | -12% | -6%
CCOc1cc(C(C(=O)NCC2CCCO2)N(C(=O)Cn2nnc3ccccc32)c2ccc(OC)c(OC)c2)ccc1O (centres undefined) | 0% | 2 | -14% | 3% | -1% | -2% | 0% | 10% | -1% | -3% | 3%
CCN(CC)C(=O)c1cccc(-c2ccc(OC)cc2)c1 | 11% | -11 | 26% | 9% | 9% | -1%[1.84 µM] | -8% | 21% | ? | -3% | ?
O=C(N/C(=C/c1ccco1)C(=O)N1CCCCCC1)c1cccs1 | 1% | 33[activator] | -1% | -5% | -2% | 5% | · | -4% | 5% | 0% | 0%
CCN(c1ccccc1)S(=O)(=O)c1ccc(F)cc1C | -4% | ? | 1% | 1% | 2% | 10% | -1% | 7% | 3% | -2% | 10%
COc1cccc(-c2cn3nc(C)c(C)nc3n2)c1 | 2.8µM* | -13 | -43% | 12% | 2µM* | ? | 19% | -7% | 11µM* | -9% | ?
CC(SCC(=O)Nc1ccccc1)c1nc2ccccc2c(=O)[nH]1 (centres undefined) | 0% | 2 | ? | 4% | -7% | 1% | 0% | -8% | 7% | -7% | -6%
CC(C)c1ccccc1NC(=O)COC(=O)c1ccc(Cl)c(S(=O)(=O)N2CCCCCC2)c1 | -9% | 5 | -1% | -6% | -6% | -10% | 7% | -4% | 8% | 0% | 1%
CC(=O)Nc1ccc(C)cc1 | 1% | 6 | -12% | -4% | 0% | -6% | · | -26% | 0% | · | 4%
CC(C)(C)C(=O)O/N=C(\N)c1ccc(-c2csnn2)cc1 | 4.5µM* | -18 | 35% | 21% | 2.8µM* | 0% | · | ? | 7.6µM* | 4% | ?
O=C(NC1CCS(=O)(=O)C1)c1cccc(S(=O)(=O)N2CCOCC2)c1 (centres undefined) | 1% | -8 | ? | -3% | -2% | 0% | 24% | 5% | 5% | 0% | 1%
Nc1ccc(Br)cc1C(NCC(=O)O)c1ccccc1 (centres undefined) | 1% | -14 | 12% | 1% | 1% | -3% | -2% | 15% | -17% | 6% | -3%
CCOc1ccc(C(=O)C(c2ccccc2)N2CCOCC2)cc1 (centres undefined) | 9% | -21 | 11% | -9% | -1% | 11% | 0% | 14% | -3% | 12% | 0%
CN(C)S(=O)(=O)c1ccc(S(=O)(=O)NC2CCOC(C)(C)C2)cc1 (centres undefined) | 2% | 1 | -13% | 2% | -5% | 4% | -2% | -8% | 3% | 2% | 1%
Nc1ccc(Oc2ccc3nc(-c4ccccc4)c(-c4ccc([N+](=O)[O-])cc4)nc3c2)cc1 | -1% | 6 | 6% | 6% | 2% | -42% | ? | -6% | -2% | 0% | -3%
CC1Nc2ncnc(N3CCN(c4ccccc4)CC3)c2N(Cc2ccc(Br)cc2)C1=O (centres undefined) | -4% | -13 | · | -13% | -4% | -53% | · | · | 1% | · | -10%
COc1ccc2nc(SC)c(C#N)cc2c1 | 7% | 21 | -3% | 0% | 2% | -2% | -22% | 11% | 1% | 2% | 1%
CCc1ccccc1NC(=O)CN(C)C(=O)CSc1nc2cc(Cl)ccc2s1 | 1% | -1 | 19% | -3% | 1% | -21% | 6% | 1% | 0% | -21% | -1%

The list is partial, so the mix of outcomes need not match the whole.
